Pf apPOL block: Pf-apPOL DNA polymerase inhibition. 0.25% of 210,000 active. AID 1794808. Recombinant Pf-apPOL, molecular beacon fluorescence, 1.5 h. inhibition, % at 10 µM
mHTT CaM bind: inhibitors of human mutant huntingtin-calmodulin interaction. 3.6% of 190,000 active. inhibition, % at 15 µM. AID 1671202. AlphaScreen His-mHTT/GST-CaM binding, luminescence;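 also: 0% = both proteins with DMSO and 100% = one protein alone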
Starred values were filed as active, the others as inactive; i = inactive; / = no result given; & = joins results of further samples. Rule as the data show it: active = inhibition above about 50%; inactive = the rest.

[1] Cc1ccc(-c2nnc(-c3ccccc3Cl)o2)cc1
[2] Cc1ccc(C)c(N2CCN(C3CCc4ccccc4C3)CC2)c1 (stereo not drawn)
[3] CCc1ccc(CNC(=O)c2c(C)sc3c(=O)n(C4CCCC4)cnc23)cc1
[4] COC(=O)[C@H](CC(C)C)N(Cc1ccccc1)S(=O)(=O)N(Cc1ccc(OC)cc1)[C@@H](CC(C)C)C(=O)OC
[5] O=S(=O)(c1sc(Br)cc1Br)N1CCCC1
Compound | 1 | 2 | 3 | 4 | 5
Pf apPOL block | -6 | 0 | 3 | -1 | 2
mHTT CaM bind | -22 | 17 | -7 | -17 | /

[6] COc1ccccc1N1CCN(C(=O)CCCC(=O)O)CC1
[7] N#Cc1c(N2C(=O)Nc3ccccc3N2O)sc2c1CCCCCC2
[8] C=CCc1cc(C)ccc1OCCNC(C)C
[9] COc1ccc(Cl)cc1C(=O)Nc1ccc2nn(-c3ccc(F)cc3)nc2c1
[10] O=C(Nc1ccc(F)c(F)c1)c1ccc(N2CCCCC2c2cccnc2)c([N+](=O)[O-])c1 (stereo not drawn)
Compound | 6 | 7 | 8 | 9 | 10
Pf apPOL block | -9 | -6 | -1 | -11 | -4
mHTT CaM bind | 0 | -1 | 0 | -1 | 38

[11] COc1ccc(Cl)cc1C(=O)N1CCn2c(C)nnc2C1
[12] CC1=C(C(N)=O)C(c2ccccc2)NC(=O)N1 (stereo not drawn)
[13] O=C(Cc1cccs1)NCC(O)(c1ccccc1)C(F)(F)F (stereo not drawn)
[14] CC(C)NCc1cccc([N+](=O)[O-])c1
[15] Cc1ccc(NC(=O)C2c3ccccc3C(=O)N(C)C2c2c[nH]c3ccccc23)c(Cl)c1 (stereo not drawn)
Compound | 11 | 12 | 13 | 14 | 15
Pf apPOL block | -2 | -2 | 0 | -3 | -6
mHTT CaM bind | -9 | -6 | -9 | 1 | 87*

[16] COc1ccc(-c2ccc(=O)n(CCNC(=O)c3c[nH]c(=O)n(C)c3=O)n2)cc1
[17] O=[N+]([O-])c1ccc(-c2cn(C(F)F)c(SC(F)F)n2)cc1
[18] CC1(C)Nc2ccccc2-c2c1ssc2=Nc1cccc(Cl)c1
[19] Cc1ccccc1Cn1cc(SCC(=O)NCc2ccco2)c2ccccc21
[20] COc1ccc(-n2c(-c3cccc(OC)c3)csc2=NCc2cccnc2)cc1
Compound | 16 | 17 | 18 | 19 | 20
Pf apPOL block | 0 | -2 | / | -1 | 6
mHTT CaM bind | -3 | 6 | 69* | 86* | /

[21] COc1ccc(Nc2cc(C)nc(NCCNC(=O)C3CCC(=O)N3)n2)cc1 (stereo not drawn)
[22] C=CCn1c(SCC2OCCO2)nc2cc(C(=O)NCc3ccco3)ccc2c1=O
[23] CC1(C)C2CCC1(CS(=O)(=O)Nc1ccc(F)cc1)C(=O)C2 (stereo not drawn)
[24] CCn1ccc(C(=O)Nc2ccc3c(c2)C(=O)NC3=O)n1
[25] O=C(c1ccc(COc2ccc(F)cc2)o1)n1cc(Br)cn1
Compound | 21 | 22 | 23 | 24 | 25
Pf apPOL block | -7 | -6 | -5 | 4 | -4
mHTT CaM bind | -8 | -3 | -4 | -4 | 1

[26] CC(=O)C12CC3CC(CC(C3)C1)C2
[27] COc1cccc(OCCCN(C)C)c1
[28] O=C(NCCCN1CCOCC1)c1cc(-c2ccc(Br)s2)nc2ccccc12
[29] CCN(CC)S(=O)(=O)c1ccc(-c2nnc3sc4ccc(C)c(C)c4n23)cc1
[30] O=C1c2ccccc2C(=O)c2c1c(C(=O)OCc1ccccc1)c1ccccn21
Compound | 26 | 27 | 28 | 29 | 30
Pf apPOL block | -7 | 5 | 2 | 2 | -7
mHTT CaM bind | -5&-2 | -3 | 22 | 2 | 18

[31] CC(C)(C)c1ccc(C(=O)Nc2ccccc2C(=O)NCc2cccnc2)cc1
[32] CC(=O)N1CCc2c(c(COCc3ccc(Cl)cc3)nn2C)C1
[33] CN(C)C(=O)c1cc2c(s1)CCC(C(=O)N1CCCC1)C2 (stereo not drawn)
[34] CCOc1cccc2cc(C(N)=O)c(=NCc3ccccc3)oc12
[35] O=S(=O)(CC(O)COc1ccc(Br)cc1)c1ccc(Cl)cc1 (stereo not drawn)
Compound | 31 | 32 | 33 | 34 | 35
Pf apPOL block | 2 | -4 | 0 | -1 | -5&-8
mHTT CaM bind | 8 | -4 | -4 | -2 | /

[36] Nc1cc(-c2csc(-c3cccnc3)n2)nn1-c1ccc(Cl)cc1
[37] COc1ccccc1CNC(=O)C1(C)Cc2ccccc2C(=O)N1c1ccc(F)cc1 (stereo not drawn)
[38] COc1cccc(NC(=O)C(N)=O)c1
[39] Fc1ccc(/C=N/n2c(-c3cccnc3)n[nH]c2=S)cc1
[40] Cc1ccc(C(=O)NCc2ccc(Cl)cc2)o1
Compound | 36 | 37 | 38 | 39 | 40
Pf apPOL block | -4 | 4 | -4 | / | 0
mHTT CaM bind | / | -4 | 35 | i | -5

5 entries drawn at random from those above, as already listed:
[37] COc1ccccc1CNC(=O)C1(C)Cc2ccccc2C(=O)N1c1ccc(F)cc1 (stereo not drawn)
[40] Cc1ccc(C(=O)NCc2ccc(Cl)cc2)o1
[36] Nc1cc(-c2csc(-c3cccnc3)n2)nn1-c1ccc(Cl)cc1
[38] COc1cccc(NC(=O)C(N)=O)c1
[39] Fc1ccc(/C=N/n2c(-c3cccnc3)n[nH]c2=S)cc1
Compound | 37 | 40 | 36 | 38 | 39
Pf apPOL block | 4 | 0 | -4 | -4 | /
mHTT CaM bind | -4 | -5 | / | 35 | i

The listing continues:
[41] Cc1ccc(-n2c(C)nc3cc(C(=O)O)ccc32)c(C)c1
[42] O=c1ccc(-c2ccc(F)cc2)nn1Cc1ccccn1
[43] O=C(Nc1ccccc1O)c1ccccc1I
[44] COCCNC(=O)c1ccc2c(c1)nc(C)n2-c1ccc(F)c(F)c1
[45] O=C(Nc1ccc(Cl)cc1)N1CCCC1c1nc(-c2ccccc2)no1 (stereo not drawn)
Compound | 41 | 42 | 43 | 44 | 45
Pf apPOL block | 5 | -12 | -3 | 0 | 1
mHTT CaM bind | 1 | -9 | 3 | -7 | -10

[46] Cc1ccc(CNC(=O)C2(C)CCCN(C(=O)Nc3cccc(Br)c3)C2)cc1 (stereo not drawn)
[47] O=C1CSC(c2ccc(F)c(F)c2)N1c1ccc(Br)cc1 (stereo not drawn)
[48] CCCC1=NN(C(=O)c2ccc(Br)cc2)C(O)(C(F)(F)F)C1 (stereo not drawn)
[49] Cc1c(Cl)c([N+](=O)[O-])nn1CCCC(=O)Nc1cc(Oc2ccccc2)cc([N+](=O)[O-])c1
[50] Cc1cccc(NC(=O)CN2C(=O)C3CCCN3C(=O)c3ccc(F)cc32)c1 (stereo not drawn)
Compound | 46 | 47 | 48 | 49 | 50
Pf apPOL block | -6 | -1 | -7 | 3 | -9
mHTT CaM bind | -3 | -14 | 5 | 2 | 2

[51] COc1ccccc1CNS(=O)(=O)CCNCCc1ccccc1
[52] COc1ccc(C(=O)c2oc3ccccc3c2N)cc1
[53] CNC(=O)C1CN(S(=O)(=O)c2cccc(F)c2)CC12CCCC2 (stereo not drawn)
[54] Cn1c(=O)c(C(=O)NCc2ccc(F)cc2)c(O)c2ccccc21
[55] C=CCOc1ccc(C(Nc2ccccn2)c2ccc3ccc(C)nc3c2O)cc1 (stereo not drawn)
Compound | 51 | 52 | 53 | 54 | 55
Pf apPOL block | -4 | 7 | -3 | 5 | -5
mHTT CaM bind | -12 | 12 | -8 | 12 | 67*

[56] c1ccc(-n2nnnc2SCSc2nnnn2-c2ccccc2)cc1
[57] Cc1cc([N+](=O)[O-])ccc1NC(=O)c1cc(Br)ccc1Cl
[58] CNC(=S)Sc1ccc(F)cc1F
[59] CC(c1ccccc1)N1CC(O)C1 (stereo not drawn)
[60] COc1ccc(CCNC(=O)N2c3ccccc3Sc3ccccc32)cc1OC
Compound | 56 | 57 | 58 | 59 | 60
Pf apPOL block | / | 1 | 13 | 2 | 7
mHTT CaM bind | -25 | 0 | / | -8 | 21

[61] COc1ccccc1CCn1cc(C#N)c(=O)[nH]c1=O
[62] O=C(c1ccc(Cl)cc1)N1CCc2sc(C(=O)N3CCCC3)cc2C1
[63] COc1ccc(NC(=O)c2cccc(NC(=O)CCC(=O)O)c2)c(OC)c1
[64] COc1cccc(-n2ccnc2SCC(=O)Nc2ccc(Cl)c(Cl)c2)c1
[65] CC(C)(C)OC(=O)C(C#N)=CC1CCCCC1
Compound | 61 | 62 | 63 | 64 | 65
Pf apPOL block | 7 | 2 | -3 | -9 | -4
mHTT CaM bind | / | 9 | -3 | -2 | /

[66] COc1ccc(C(C#N)(CCC#N)CCC#N)cc1OC
[67] Cc1ccc(NC(=O)C2CC(=O)N(c3ccc4oc(C)nc4c3)C2)cc1 (stereo not drawn)
[68] COc1ccc(-n2nc3ccc(NC(=O)c4cc(Cl)ccc4OC)cc3n2)cc1
[69] CC(C)(C)c1ccc(CSC2=Nc3ccccc3C3=NCC(=O)N23)cc1
[70] CNc1ccc(OC(F)F)cc1C(=O)c1ccccc1
Compound | 66 | 67 | 68 | 69 | 70
Pf apPOL block | 3 | -1 | 4 | -1 | 0&-1
mHTT CaM bind | -3 | -4 | -4 | 27 | 38&33

[71] CC1C(=O)N(Cc2cn(Cc3ccco3)nn2)CCS(=O)(=O)N1Cc1ccc(-c2ccccc2)cc1 (stereo not drawn)
[72] Cc1ccc(Oc2ccc(C#N)c(C#N)c2)cc1C
[73] O=C(Nc1nc2c(s1)CCCCC2)C1CCCC1
[74] O=c1ccc(-c2cccs2)nn1CCNS(=O)(=O)c1ccccc1C(F)(F)F
[75] CN1C(=O)S/C(=C\c2ccc(Sc3ccccc3)o2)C1=O
Compound | 71 | 72 | 73 | 74 | 75
Pf apPOL block | -1 | 2 | / | -4 | -2
mHTT CaM bind | 63* | -16 | -3 | -13 | -61

Some of the entries so far, in markdown.
| entry | mol | Pf apPOL block | mHTT CaM bind |
| --- | --- | --- | --- |
| 71 | CC1C(=O)N(Cc2cn(Cc3ccco3)nn2)CCS(=O)(=O)N1Cc1ccc(-c2ccccc2)cc1 (stereo not drawn) | -1 | 63* |
| 74 | O=c1ccc(-c2cccs2)nn1CCNS(=O)(=O)c1ccccc1C(F)(F)F | -4 | -13 |

(continued)
[76] Cn1nc(COCc2ccc(Cl)cc2)c2c1CCN(C(=O)Nc1ccccc1)C2
[77] COc1ccc([N+](=O)[O-])cc1NC(=O)CCCOc1ccccc1
[78] Cn1cccc1C1CC(c2ccccc2Cl)=NN1C(=O)CN1CCCCC1 (stereo not drawn)
[79] O=C(Cn1nc2n(c(=O)c1=O)CCN2c1ccc(F)cc1)NCC1CCCO1 (stereo not drawn)
[80] C=CCc1cc(OC)ccc1OCCOCCN1CCOCC1
Compound | 76 | 77 | 78 | 79 | 80
Pf apPOL block | -1 | -7 | -5 | -1 | -4
mHTT CaM bind | 44 | 3 | 94* | -17 | -1

[81] Cn1nc(C(=O)NCc2ccc(F)cc2)c2c1CCN(C(=O)C1CC1)C2
[82] COc1cc(-c2nc(=O)[nH]c3ccc(Cl)cc23)cc(OC)c1OC
[83] COc1ccc(-c2[nH]nc3c2C(c2cc4c(cc2Br)OCO4)C(C#N)=C(N)O3)cc1 (stereo not drawn)
[84] O=C(CSc1cn(CCNC(=O)c2cccs2)c2ccccc12)NCc1ccccc1
[85] CC1=C(C(N)=O)C(c2cccc(Br)c2)n2nc(SCc3ccccc3F)nc2N1 (stereo not drawn)
Compound | 81 | 82 | 83 | 84 | 85
Pf apPOL block | -8 | -4&0 | -3 | -2 | -2
mHTT CaM bind | 29 | 2&-2 | 13 | 1 | 5

[86] O=C(NCC1COc2ccccc2O1)NC1CC(=O)N(c2cccc(F)c2)C1 (stereo not drawn)
[87] COc1ccc(/C=C/C2=NC(=C/c3cc(OC)ccc3OC)/C(=O)O2)cc1
[88] O=C(Cc1c[nH]c2ccccc12)N1CCc2c(nc[nH]c2=O)C1
[89] CC(C)(C)c1ccc(C(=O)Nc2ccc(-n3nc(C(C)(C)C)cc3C(C)(C)C)cc2)cc1
[90] COc1ccc2c(N3CCC(C(=O)Nc4ccc(C)cc4)CC3)c(C#N)cnc2c1
Compound | 86 | 87 | 88 | 89 | 90
Pf apPOL block | -3 | -5 | -5 | 13 | 0
mHTT CaM bind | 4 | 1 | 10 | / | -11

[91] Cc1cc(OCC(=O)N(C)C)cc(C)c1Br
[92] O=C(c1ccco1)N1CCN(C2CN(C3CCCCC3)S(=O)(=O)C2)CC1 (stereo not drawn)
[93] COc1cc(Br)c(NC(=O)COc2ccc(Cl)cc2)c(Br)c1
[94] Cc1onc(-c2ccccc2Cl)c1C(=O)Nc1cccnc1
[95] O=c1nc(/C=C/c2ccc(-c3ccccc3[N+](=O)[O-])o2)cc(C(F)(F)F)[nH]1
[96] Cc1nn(C)c(C)c1CNC(=O)C1CCc2sc(C(=O)N(C)C)cc2C1 (stereo not drawn)
[97] COc1ccc(C(=O)N2CCCC3(C2)Nc2cccnc2NC3=NC2CCCC2)cn1 (stereo not drawn)
Compound | 91 | 92 | 93 | 94 | 95 | 96 | 97
Pf apPOL block | -6 | 3 | 6 | -6 | 1 | 2 | -6
mHTT CaM bind | -12 | 14 | -2 | 5 | 90* | -5 | 2

Molecules above that contain two or more sulfur atoms (8):
[5] O=S(=O)(c1sc(Br)cc1Br)N1CCCC1
[18] CC1(C)Nc2ccccc2-c2c1ssc2=Nc1cccc(Cl)c1
[29] CCN(CC)S(=O)(=O)c1ccc(-c2nnc3sc4ccc(C)c(C)c4n23)cc1
[56] c1ccc(-n2nnnc2SCSc2nnnn2-c2ccccc2)cc1
[58] CNC(=S)Sc1ccc(F)cc1F
[74] O=c1ccc(-c2cccs2)nn1CCNS(=O)(=O)c1ccccc1C(F)(F)F
[75] CN1C(=O)S/C(=C\c2ccc(Sc3ccccc3)o2)C1=O
Compound | 5 | 18 | 29 | 56 | 58 | 74 | 75
Pf apPOL block | 2 | / | 2 | / | 13 | -4 | -2
mHTT CaM bind | / | 69* | 2 | -25 | / | -13 | -61

[84] O=C(CSc1cn(CCNC(=O)c2cccs2)c2ccccc12)NCc1ccccc1
Compound | 84
Pf apPOL block | -2
mHTT CaM bind | 1
